MT1-MMP txn act = MT1-MMP promoter reporter activation – cell-based, luciferase luminescence, primary screen; hit rate 0.16% among 86,000; activation factor at 10 µM; HT1080 MT1-MMP promoter luciferase reporter, overnight; active compounds read high;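 active means activation factor of at least 2 for MT1-MMP transcription at 10 µM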
Mac1 fbg inh = inhibitors of CD11b/CD18 adhesion to fibrinogen, primary screen, K562 cells, luminescence. Integrin beta-2 (Homo sapiens) + Integrin alpha-M (Homo sapiens), P05107+P11215. ATPlite luminescence; Mn2+ added to activate the integrin. inhibition, % at 10 µM. hit rate 0.54% among 93,000;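 active means primary inhibition of 50% or more at 10 µM, then 40% or more on retest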; further: some results filed as inactive read as strong as hits
Target sequence (P05107 whole entry, looked up, other chains not shown): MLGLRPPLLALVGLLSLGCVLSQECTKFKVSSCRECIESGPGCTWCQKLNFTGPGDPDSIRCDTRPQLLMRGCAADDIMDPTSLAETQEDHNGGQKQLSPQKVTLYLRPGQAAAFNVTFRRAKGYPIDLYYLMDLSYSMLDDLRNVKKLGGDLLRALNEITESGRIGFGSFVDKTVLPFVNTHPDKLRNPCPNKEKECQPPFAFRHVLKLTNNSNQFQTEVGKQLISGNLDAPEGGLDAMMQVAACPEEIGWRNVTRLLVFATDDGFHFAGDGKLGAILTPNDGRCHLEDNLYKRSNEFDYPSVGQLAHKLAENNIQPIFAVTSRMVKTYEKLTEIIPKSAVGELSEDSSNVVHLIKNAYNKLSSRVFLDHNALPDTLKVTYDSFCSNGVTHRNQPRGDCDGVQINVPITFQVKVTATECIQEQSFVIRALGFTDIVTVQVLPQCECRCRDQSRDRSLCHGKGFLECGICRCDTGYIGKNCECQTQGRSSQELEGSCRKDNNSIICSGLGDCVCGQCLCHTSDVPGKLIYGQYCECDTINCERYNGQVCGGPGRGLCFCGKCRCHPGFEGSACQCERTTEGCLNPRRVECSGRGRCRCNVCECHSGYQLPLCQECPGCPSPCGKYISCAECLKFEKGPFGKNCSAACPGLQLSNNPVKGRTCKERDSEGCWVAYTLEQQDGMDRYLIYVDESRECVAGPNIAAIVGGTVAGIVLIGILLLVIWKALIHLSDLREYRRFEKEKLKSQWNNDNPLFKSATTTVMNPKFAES
PLAP activator = PLAP enzyme activators, biochemical, luminescence, HTS | AID 696, 2007 | Alkaline phosphatase, placental type (Homo sapiens), P05187 | activation fold at 20 µM | purified PLAP enzyme, luminescent substrate read-out; active compounds read high | hit rate 1.2% among 96,000; in the data active means activation fold above about 2
ERb coact inh = inhibitors of ERβ-SRC1 coactivator interaction, primary screen, biochemical, TR-FRET, ERβ LBD, SRC-1 peptide; inhibition, % at 25.6 µM; TR-FRET ER-beta LBD / SRC1-Cy5 peptide binding; receptor agonist-loaded with 1 µM estradiol; hit rate 1.3% among 86,000; Estrogen receptor beta (Homo sapiens), Q92731;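 active means compounds whose percent inhibition of the receptor-coactivator binding signal exceeds about 50% in the single-dose screen, limit read from the data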;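 further: 0% = receptor plus peptide wells without compound and 100% = peptide-only wells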
Ecoli WT expand = growth inhibitors of wild-type E. coli, primary screen, strain BW25113, expanded library, OD600 | hit rate 0.15% among 98,000 | AID 710, 2007 | OD600 absorbance | growth inhibition, % at 100 µM;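 active means growth inhibition above about 50% at one test dose, limit read from the data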;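 further: growth measured after 20 h incubation at 37 °C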
ERa SRC1 inh = ERα–SRC-1 coactivator interaction inhibitors, primary screen, biochemical, TR-FRET, ERα LBD, estradiol-bound; Estrogen receptor (Homo sapiens), P03372; TR-FRET ER-alpha LBD / SRC-1 peptide; inhibition, % at 25.6 µM; hit rate 1.7% among 86,000; AID 629, 2007; in the data active means inhibition above about 50%;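 further: 0% = receptor plus peptide control and 100% = peptide only without receptor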
ERa SRC1 pot = enhancers of ERα–SRC-1 coactivator binding, primary screen, biochemical, TR-FRET, ERα LBD, low estradiol; coactivator binding (% of control), % at 25.6 µM; TR-FRET ERalpha-LBD/SRC-Cy5 coactivator binding, 2 h; 100 = basal binding, no effect; hit rate 1.3% among 86,000; Estrogen receptor (Homo sapiens), P03372; in the data active means activity above about 200%;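 further: binding measured in presence of low estradiol as agonist stimulus; 0% = peptide alone without receptor and 100% = receptor with peptide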
CD11b adhes enh = enhancers of CD11b/CD18 adhesion to fibrinogen, primary screen, K562 cells, luminescence; Integrin beta-2 (Homo sapiens) + Integrin alpha-M (Homo sapiens), P05107+P11215; ATPlite luminescence; activation, % at 10 µM; hit rate 0.07% among 93,000;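 active means 10 µM primary screen giving 50% or more activity, confirmed by 40% or more on retest at that dose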; further: strong numbers were not always called active; reference of the scale not given here
FAK inh = FAK kinase inhibitors, primary screen, biochemical; Focal adhesion kinase 1 (Homo sapiens), Q05397; biochemical FAK kinase activity assay; inhibition, %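 (tested at 7 µM)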; hit rate 0.84% among 97,000; in the data active means inhibition above about 19%;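 further: 0% = DMSO and 100% = reference compound high control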
Active calls of the source: *; x = not tested or not shown; [ ] = another dose, or the depositor's remark.

SMILES	MT1-MMP txn act	Mac1 fbg inh	PLAP activator	ERb coact inh	Ecoli WT expand	ERa SRC1 inh	ERa SRC1 pot	CD11b adhes enh	FAK inh
CCOCCCNC(=O)c1ccc(CS(=O)(=O)Cc2ccccc2F)o1	1.1	-2	0.8	-9	-5	5	96	-7	0
COC(=O)c1[nH]c2cccc(OC)c2c1NC(=O)CN1CC(C)OC(C)C1 (stereo unspecified)	1	-32	1.4	6	3	-2	108	-2	0
CC1=C(C(=O)OCc2ccc3c(c2)OCO3)C(c2ccccc2OCc2ccccc2)NC(=O)N1 (stereo unspecified)	1.4	19	1.5	-11	-16	8	99	-2	6
Cc1cc(C)n(-c2nnc3n2N=C(c2c[nH]c4ccccc24)CS3)n1	1.2	-17	0.8	-14[fluorescence artefact?]	0	-24[fluorescence artefact?]	105	6	1
CCOC(=O)C1CCN(C(=O)c2cc(OCC)c(OCC)c(OCC)c2)CC1	0.9	-21	1.6	-10	-2	-15	99	1	1
O=C(C1CCN(S(=O)(=O)c2cccs2)CC1)N1CCc2ccccc2C1	1.3	-6	1	3	-7	5	96	5	-3
NC(=O)c1oc2ccccc2c1NC(=O)CCc1ccccc1	1.1	-3	0.8	-11[fluorescence artefact?]	6	-6	113	-5	x
O=C(CCn1nnc2ccccc21)Nc1nnc(Cc2ccc(F)cc2)s1	1.2	-9	1.1	-2	-1	-2	98	3	x
CC1CCN(CC(C)OC(=O)c2ccc3c(c2)OCCO3)CC1 (stereo unspecified)	1.2	-8	1.5	6	4	-2	101	5	1
CCN(CC(=O)Nc1ccccc1C(=O)OC)S(=O)(=O)c1ccccc1	1	-1	1.1	-8	-3	-3	98	3	1
O=C(Nc1ccc(S(=O)(=O)Nc2nccc(C3Cc4ccccc4C(=O)O3)n2)cc1)c1ccccc1 (stereo unspecified)	1	-4	1.3	9	-10	-2	111	-2	-1
Cc1sc2ncnc(SCC(=O)c3ccc(Cl)s3)c2c1C	1.2	5	1.1	-3[fluorescence artefact?]	0	0[fluorescence artefact?]	243*	3	1
CCOc1ccc(NC(=O)CCNS(=O)(=O)c2cccs2)cc1	1.2	10	1	7[fluorescence artefact?]	0	4[fluorescence artefact?]	123	-2	1
CCOc1ccc(OCc2cccc(C(=O)N3CCCC3)c2)cc1	0.5	-15	1.2	-1	8	-10	93	8	1
O=C(c1csc2ccccc12)n1cccn1	1	-30	1	-3	-10	-1	97	-5	0
CCCOP(=O)(OCCC)C1(Nc2ccc(C)cc2)CCCCC1	1	4	1.3	-5	10	20[fluorescence artefact?]	104	4	6
COc1cc(C2=NOC(C(=O)N3CCOCC3)C2)cc(OC)c1OC (stereo unspecified)	1.2	6	1	-7	2	0	124	-1	3
COCCNC(=O)c1ccc(C)c(S(=O)(=O)Nc2ccc(C)cc2)c1	1.2	6	1.1	-8	-12	-8	126	-4	-1
CCC(CC)C(=O)NCCc1ccc(S(N)(=O)=O)cc1	1.1	-15	1	1	0	-6	107	1	1
Cc1cc(C)c(S(=O)(=O)c2ccccc2)c(OC(=O)c2cc(F)c(F)cc2Cl)n1	1.1	-4	0.9	24	-3	37	45[fluorescence artefact?]	-4	2

Complete entries, looked up by structure.
`Cc1cc(C)n(-c2nnc3n2N=C(c2c[nH]c4ccccc24)CS3)n1` across the screens: MT1-MMP txn act: 1.2; Mac1 fbg inh: -17; PLAP activator: 0.8; ERb coact inh: -14[fluorescence artefact?]; Ecoli WT expand: 0; ERa SRC1 inh: -24[fluorescence artefact?]; ERa SRC1 pot: 105; CD11b adhes enh: 6; FAK inh: 1
`Cc1cc(C)c(S(=O)(=O)c2ccccc2)c(OC(=O)c2cc(F)c(F)cc2Cl)n1` across the screens: MT1-MMP txn act: 1.1; Mac1 fbg inh: -4; PLAP activator: 0.9; ERb coact inh: 24; Ecoli WT expand: -3; ERa SRC1 inh: 37; ERa SRC1 pot: 45[fluorescence artefact?]; CD11b adhes enh: -4; FAK inh: 2
`O=C(Nc1ccc(S(=O)(=O)Nc2nccc(C3Cc4ccccc4C(=O)O3)n2)cc1)c1ccccc1` (stereo unspecified) across the screens: MT1-MMP txn act: 1; Mac1 fbg inh: -4; PLAP activator: 1.3; ERb coact inh: 9; Ecoli WT expand: -10; ERa SRC1 inh: -2; ERa SRC1 pot: 111; CD11b adhes enh: -2; FAK inh: -1

Only Mac1 fbg inh, for seven of the compounds above:
| SMILES | Mac1 fbg inh |
| --- | --- |
| O=C(CCn1nnc2ccccc21)Nc1nnc(Cc2ccc(F)cc2)s1 | -9 |
| CCOc1ccc(NC(=O)CCNS(=O)(=O)c2cccs2)cc1 | 10 |
| CC1CCN(CC(C)OC(=O)c2ccc3c(c2)OCCO3)CC1 (stereo unspecified) | -8 |
| Cc1cc(C)c(S(=O)(=O)c2ccccc2)c(OC(=O)c2cc(F)c(F)cc2Cl)n1 | -4 |
| CCCOP(=O)(OCCC)C1(Nc2ccc(C)cc2)CCCCC1 | 4 |
| O=C(Nc1ccc(S(=O)(=O)Nc2nccc(C3Cc4ccccc4C(=O)O3)n2)cc1)c1ccccc1 (stereo unspecified) | -4 |
| O=C(C1CCN(S(=O)(=O)c2cccs2)CC1)N1CCc2ccccc2C1 | -6 |

Remaining list, next part:
SMILES	MT1-MMP txn act	Mac1 fbg inh	PLAP activator	ERb coact inh	Ecoli WT expand	ERa SRC1 inh	ERa SRC1 pot	CD11b adhes enh	FAK inh
CC(C)c1nnc(NC(=O)c2cnccn2)s1	1.4	-9	1.2	-12	1	-16	98	2	1
Cc1ccc(S(=O)(=O)C2(C(=O)N3CCCCC3C)CC2)cc1 (stereo unspecified)	1.2	-24	1.2	-2	0	24	119	5	3
COc1ccc(N(CC(=O)Nc2ccc3c(c2)OCCO3)S(C)(=O)=O)c(OC)c1	1.1	-19	1	0	-2	-4	108	1	x
CC(CCc1ccccc1)NC(=O)c1ccccc1 (stereo unspecified)	1.1	-2	1.1	-14[fluorescence artefact?]	-6	4	86	2	0
O=C(CC1NC(=O)NC1=O)Nc1ccc(Cl)cc1 (stereo unspecified)	1	16	1.2	3[fluorescence artefact?]	1	6	109	-1	0
CCOC(=O)C1=C(C)OC(N)=C(C#N)C1c1ccc(C)o1 (stereo unspecified)	1	-58	1.1	-4	4	-5	89[fluorescence artefact?]	-4	0
CCOC(=O)C1CCN(S(=O)(=O)Cc2ccccc2)C1=O (stereo unspecified)	1.2	2	0.9	68*[fluorescence artefact?]	-1	-8	116	-2	5
CCOC(=O)c1[nH]c(C)c(/C(O)=C2\C(=O)C(=O)N(CCCN(CC)CC)C2c2cccnc2)c1C (stereo unspecified)	1.2	x	x	-8	x	-10	91	x	2
COc1ccc(N2CCN(CCCNC(=O)C3(S(=O)(=O)c4ccc(Cl)cc4)CC3)CC2)cc1	1.1	40	1.6	9	0	2	112	2	x
Cc1cc2oc(=O)cc(CN3CCN(S(=O)(=O)c4ccc5c(c4)OCCO5)CC3)c2cc1C	1.1	10	1.8	21[fluorescence artefact?]	-12	-2	158	-2	x
O=C(COc1ccc2ccccc2c1)N1CCCC1	1.3	-1	0.8	x	5	x	x	10	-2
Cc1ccc2[nH]c3c(c2c1)CN(C(=O)CN(C)CC1OCCO1)CC3	1	x	1.1	-14	5	-6	90	x	4
Cc1ccc(-c2nnn(CC(=O)N3CCCCC3)n2)c(-n2cnnn2)c1	1.2	8	1.2	-6	1	-3[fluorescence artefact?]	125	2	1
CC1=CCP(=O)(c2ccccc2)C1 (stereo unspecified)	1.1	-6	0.9	-4[fluorescence artefact?]	5	-8	108	0	-2
CCn1c(SC/C=C/c2ccccc2)nnc1-c1cnccn1	1.2	-13	1.2	1	5	2	105	-6	-10
Cc1scc(C(=O)Nn2cnnc2)c1-c1ccccc1	1.1	6	1.6	-2	6	-2	138	-1	0
c1csc(CNc2ncnc3sccc23)c1	1.1	x	x	-3	x	-5	103	x	1
S=C(c1cn(CCOc2ccccc2)c2ccccc12)N1CCCC1	x	37	1.4	x	-10	x	x	-4	9
C=CCC(C#Cc1ccccc1)N(C)C (stereo unspecified)	1.1	-8	1.3	-6	2	6	121	0	1
CC(C)(C)c1nn(-c2ccccc2)c2[nH]c(=O)c(CNCc3ccc4c(c3)OCO4)cc12	0.9	7	2.1*	-2	19	4	100	3	0

Structural class: the compounds so far containing an aryl thioether with sulfur outside any ring.
SMILES	MT1-MMP txn act	Mac1 fbg inh	PLAP activator	ERb coact inh	Ecoli WT expand	ERa SRC1 inh	ERa SRC1 pot	CD11b adhes enh	FAK inh
Cc1sc2ncnc(SCC(=O)c3ccc(Cl)s3)c2c1C	1.2	5	1.1	-3[fluorescence artefact?]	0	0[fluorescence artefact?]	243*	3	1
CCn1c(SC/C=C/c2ccccc2)nnc1-c1cnccn1	1.2	-13	1.2	1	5	2	105	-6	-10

(continued)
SMILES	MT1-MMP txn act	Mac1 fbg inh	PLAP activator	ERb coact inh	Ecoli WT expand	ERa SRC1 inh	ERa SRC1 pot	CD11b adhes enh	FAK inh
COc1ccccc1C(=O)NC(=Nc1nc2ccccc2o1)NC(=O)c1ccccc1OC	1.6	x	1.5	5[fluorescence artefact?]	-5	-8	134	x	-3
COc1ccc(S(=O)(=O)N2CCC(C(=O)N3CCc4ccccc4C3)CC2)cc1Cl	1.2	-5	1.9	6[fluorescence artefact?]	-13	5[fluorescence artefact?]	119	-1	2
Nc1cc(N)nc(SCCN2CCCCC2)n1	1.1	-5	0.8	11	-4	7	98	3	4
Cc1ccc2c(c1)C(C)CC(C)(C)N2C(=O)NC1CCCCC1 (stereo unspecified)	1.1	-9	1.1	-9	6	-8	85	-1	-4
CCC(=O)Nc1ccc(SC#N)cc1C	x	8	0.9	x	-10	x	x	-3	-3
COc1ccc(OC)c(S(=O)(=O)N2CCC(C(=O)NC(C)c3ccccc3)CC2)c1 (stereo unspecified)	1.1	-17	1.2	9	-4	11	116	3	3
O=c1c2cn[nH]c2[nH]c(=S)n1-c1ccccc1	1.2	x	x	-6	x	-7	100[fluorescence artefact?]	x	-2
O=C1CSC(c2ccccc2F)N1CCN1CCCCC1 (stereo unspecified)	1	-5	1.3	-24[fluorescence artefact?]	-4	1	111	-6	-1
O=C1Nc2ccc(S(=O)(=O)N3CCCC3)c3cccc1c23	1.6	-12	1.1	20[fluorescence artefact?]	-4	12[fluorescence artefact?]	93	1	12
CCOC(=O)C1CCN(C(=O)CCCOc2ccccc2)CC1	x	7	0.9	-7	7	-5	102	-5	-2
O=C(NNC1=C(C(=O)C(F)(F)F)CCC1)c1ccccc1Cl	1.2	1	2.1*	-14	26	-1	106	2	-4
CCOC(=O)c1sc(N)c(C#N)c1CSc1nnc(C2CC2)n1N	x	-18	1	x	0	x	x	2	3
Nc1c(C(=O)NC2CCCCC2)c2nc3ccccc3nc2n1/N=C/c1ccco1	1.1	8	1.5	22	x	0	86	0	x
CCOC(=O)COc1nc(Nc2ccccc2C)nc(N(C)C)n1	1.1	-11	1.2	3	-1	-4	113	-1	x
CC1=C(C(=O)OC(C)C)C(/C=C/c2ccccc2)NC(=O)N1 (stereo unspecified)	1	7	1	1	x	3	108	0	x
CCN(Cc1ccccc1)C(c1ccccn1)c1nnnn1C(C)(C)CC (stereo unspecified)	1	-3	1.5	-4	2	-2	86[fluorescence artefact?]	-1	1
COc1ccc(C(=O)Nc2ccc(F)cc2F)cc1OC	1.1	x	1	10	-2	-1	82	x	-2
